Assay outcomes: PubChem BioAssay, The Scripps Research Institute Molecular Screening Center
PAFAH2 FP inh = PAFAH2 (human) inhibition. inhibition, % at 3.39 µM. recombinant PAFAH2, FP-rhodamine activity probe, fluorescence polarization. AID 492956. 0.99% of 340,000 active. Q99487;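 active = inhibition above the mean over all tested compounds plus 3 SD, cut at about 30% in these data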;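 note: inhibitors block probe labeling of enzyme so polarization drops; 0% = enzyme with DMSO and 100% = wells lacking PAFAH2 protein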
pPAFAH inh = inhibitors of human plasma PAF acetylhydrolase (pPAFAH). Q13093. recombinant pPAFAH, FP-rhodamine probe fluorescence polarization. inhibition, % at 3.39 µM. 1.5% of 330,000 active;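 active = inhibition above the mean inhibition across the screen plus 3 SD, cut at about 25% in these data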;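 note: inhibitors block binding of the rhodamine activity-based probe so polarization drops; 0% = enzyme with DMSO and 100% = wells lacking pPAFAH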
LYPLA2 inh = blocks human lysophospholipase 2, a PME1 counter-screen. O95372. recombinant LYPLA2, FP-Rh probe fluorescence polarization. inhibition, % at 5.9 µM. 0.38% of 320,000 active. AID 2177;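 active = inhibition above the screen-wide mean plus 3 SD, limit set per campaign, cut at about 26% in these data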;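 note: 0% = LYPLA2 with DMSO and 100% = wells lacking LYPLA2 enzyme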
Target sequence (O95372 whole entry, looked up): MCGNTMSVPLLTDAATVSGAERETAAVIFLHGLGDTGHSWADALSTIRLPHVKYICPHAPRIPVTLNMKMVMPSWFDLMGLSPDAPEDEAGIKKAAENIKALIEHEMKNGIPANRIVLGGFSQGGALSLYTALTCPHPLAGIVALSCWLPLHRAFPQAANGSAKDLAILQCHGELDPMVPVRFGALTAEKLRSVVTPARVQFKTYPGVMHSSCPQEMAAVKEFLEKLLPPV
LYPLA1 counter = blocks human lysophospholipase 1, a PME1 counter-screen; inhibition, % at 5.9 µM; recombinant LYPLA1, FP-Rh probe fluorescence polarization; 0.16% of 320,000 active; O75608;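 active = inhibition above the mean of all tested compounds plus 3 SD, set per campaign, cut at about 14% in these data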;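 note: inhibitors block serine hydrolase probe labeling of LYPLA1 so polarization falls; 0% = enzyme with DMSO and 100% = wells lacking LYPLA1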
Target sequence (O75608 whole entry, looked up): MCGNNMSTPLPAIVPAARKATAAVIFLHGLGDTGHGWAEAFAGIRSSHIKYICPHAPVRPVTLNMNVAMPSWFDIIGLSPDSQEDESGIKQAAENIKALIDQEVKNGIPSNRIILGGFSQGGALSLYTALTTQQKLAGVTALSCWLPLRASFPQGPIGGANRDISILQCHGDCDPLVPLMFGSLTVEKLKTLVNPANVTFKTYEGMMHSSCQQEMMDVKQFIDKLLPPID
PREPL inh = inhibits the human prolyl oligopeptidase-like enzyme | AID 2751 | recombinant PREPL, fluorescence polarization activity-based probe | inhibition, % at 5.96 µM | 0.68% of 320,000 active; in the data active = inhibition above about 43%;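 note: 0% = enzyme with DMSO and 100% = wells lacking enzyme; many of its hits are not listed in these tables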
EBNA-1 inhibitor = blocks EBNA-1 binding to DNA; inhibition, % at 14.8 µM; 0.34% of 300,000 active; AID 1950; EBNA-1 DNA binding, fluorescence polarization; in the data active = inhibition above about 28%
ZTA DNA inh = ZTA (EBV) inhibition in EBNA-1 counter-screen; AID 2234; 0.15% of 320,000 active; P03206; inhibition, % at 11 µM; ZTA-DNA binding, fluorescence polarization; in the data active = inhibition above about 33%
PAFAH1B2 inh = inhibitors of human PAFAH1B2 | inhibition, % at 3.39 µM | recombinant PAFAH1B2, FP-rhodamine activity probe, fluorescence polarization | 1.2% of 340,000 active | P68402 | AID 492953;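 active = inhibition above the mean of all tested compounds plus 3 SD, cut at about 24% in these data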;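 note: 0% = enzyme with DMSO and 100% = wells lacking PAFAH1B2; many of its hits are not listed in these tables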
PAFAH1B3 FP inh = PAFAH1B3 (human) inhibition. Q15102. recombinant PAFAH1B3, FP-rhodamine probe, fluorescence polarization. inhibition, % at 3.39 µM. 0.28% of 340,000 active. AID 492972;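 active = inhibition above the screen-wide average of all tested compounds plus 3 SD, cut at about 25% in these data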;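 note: 0% = enzyme with DMSO only and 100% = wells lacking PAFAH1B3 protein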
Target sequence (Q15102 whole entry, looked up): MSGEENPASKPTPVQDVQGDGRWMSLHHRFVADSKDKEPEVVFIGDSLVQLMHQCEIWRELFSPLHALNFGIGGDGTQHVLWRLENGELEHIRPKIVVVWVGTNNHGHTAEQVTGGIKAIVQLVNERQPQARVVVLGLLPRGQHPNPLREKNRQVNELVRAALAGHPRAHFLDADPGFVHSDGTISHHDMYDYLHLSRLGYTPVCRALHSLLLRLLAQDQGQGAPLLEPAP
* = called active by the depositor; . = not tested or not shown.

Below each compound – PAFAH2 FP inh	LYPLA1 counter	PREPL inh	PAFAH1B2 inh	EBNA-1 inhibitor	PAFAH1B3 FP inh	ZTA DNA inh	pPAFAH inh	LYPLA2 inh
CC(=O)O/N=C/c1c(Cl)n(C)c2ccccc12
→ 0	6	2	0	-1	0	2	-2	3
CN1CCN(c2ccccc2NC(=O)c2cccc([N+](=O)[O-])c2)CC1
→ 12	-3	7	0	-7	8	-5	2	-5
Cc1cc(C(=O)CSc2nnnn2-c2ccccc2)c(C)n1CC1CCCO1 (stereo not given)
→ 1	1	3	2	151*	5	0	6	2
CCC(CC)C(=O)Nc1cccc(C(=O)N2CCCCCC2)c1
→ 2	0	-2	2	-2	5	3	4	3
COc1ccccc1COCC(O)CN(Cc1ccco1)Cc1ccccc1O (stereo not given)
→ 8	-3	2	1	2	1	7	0	-1
NC(=O)c1ccc(NCC2COc3ccccc3O2)c([N+](=O)[O-])c1 (stereo not given)
→ 4	1	12	3	1	3	-3	4	10
C=CCn1c(SCC(=O)Nc2cc(C)ccc2C)nnc1-c1cnccn1
→ 0	-2	-3	-3	3	-5	-17	4	1
Cc1cc(=O)oc2c3c(cc(OCC(=O)NCc4ccco4)c12)OC(C)(C)CC3
→ 20	0	-7	2	-11	14	3	13	3
O=C(O)CCn1c(=O)[nH]c2ccccc2c1=O
→ 2	-3	-4	-2	-4	2	-13	-6	-5
COCCC1CCCCN1C(=O)c1ccc(OC2CCN(C(C)=O)CC2)c(OC)c1 (stereo not given)
→ 2	0	12	2	-10	11	-7	1	1
COc1ccccc1C1=CC(=O)C[C@H](c2ccc(Cl)cc2)C1
→ 2	-2	12	0	.	14	4	1	4
COc1ccc(OCCC(=O)OCc2c(C)noc2C)cc1
→ -6	-2	7	1	-10	-3	-11	-5	12
CCCCC1=CC2=CC(=O)C(C)(OC(=O)c3cnc4ccccc4n3)C(=O)C2=CO1 (stereo not given)
→ .	23*	29	.	-2	.	6	57*	25
CNC(=S)N(C)c1ccccc1
→ -6	-2	10	0	-6	4	-10	-8	-2
N#CCC(=O)Nc1ccc(C(=O)OCC(=O)NNC(=O)c2cccs2)cc1
→ 13	-10	8	-2	-11	-9	-2	1	-17
CC1CCCCN1C(=O)C1CCCCN1S(=O)(=O)c1cccc([N+](=O)[O-])c1 (stereo not given)
→ 0	0	7	6	0	1	13	2	10
Cc1ccc(C)c(S(=O)(=O)N/N=C/c2ccc(N(C)C)cc2)c1
→ 4	1	5	3	5	8	11	2	2
CS(=O)(=O)N(CC(=O)N/N=C/c1cc([N+](=O)[O-])ccc1Cl)c1ccccc1
→ 4	3	3	6	-1	4	-14	1	5
Cc1cc(N2C(=O)C(O)=C(C(=O)c3ccco3)C2c2cccnc2)no1 (stereo not given)
→ .	-1	3	.	10	.	-8	3	-1
O=C(O)c1ccc(NC(=O)c2cccc(S(=O)(=O)Nc3ccc(C(=O)O)cc3)c2)cc1
→ 2	-1	11	2	-10	1	-13	6	1
Cc1ccc(S(=O)(=O)N2CC(C)N(S(C)(=O)=O)C2)cc1 (stereo not given)
→ 7	4	15	9	-14	1	-1	-4	-5
O=C(Nc1cccc(-c2nnc(-c3ccccc3)o2)c1)c1ccco1
→ -8	-2	-11	5	1	-4	-11	-2	8
Cc1nc2ccccn2c1C(=O)NN=C1CCCC1
→ 2	3	1	1	2	5	6	5	1
COc1ccc(Nc2oc(-c3ccco3)nc2S(=O)(=O)c2ccc(F)cc2)cc1
→ 6	-2	16	5	-1	3	-9	5	-5
CCCN1CCC(=O)N([C@H](CN=[N+]=[N-])CC(C)C)CC1
→ -4	-2	30	-4	4	5	11	0	1
O=C(CCC1CCCC1)N1CCN(C(=O)c2ccco2)CC1
→ -1	1	4	3	-1	6	-10	0	0
CC(C)CN(C(=O)C(c1ccccc1)c1ccccc1)c1c(N)n(CC(C)C)c(=O)[nH]c1=O
→ -1	1	5	10	-2	9	0	4	-1
COc1cc2[nH]c(=S)n(Cc3ccc(C)cc3)c(=O)c2cc1OC
→ 0	-4	8	-1	-8	6	-22	-3	-5
O=C(CSc1nnc2ccccn12)Nc1ccc(N2CCOCC2)cc1
→ -1	.	19	6	.	6	.	3	.
Cc1c(OCC(=O)N[C@H](C(=O)O)c2ccccc2)ccc2c3c(c(=O)oc12)CCCC3
→ -30	1	11	-1	-11	11	4	1	6

Three entries already listed, ordered by the value under PREPL inh, highest first.
canonical_smiles	PREPL inh
CCCN1CCC(=O)N([C@H](CN=[N+]=[N-])CC(C)C)CC1	30
COc1cc2[nH]c(=S)n(Cc3ccc(C)cc3)c(=O)c2cc1OC	8
CC1CCCCN1C(=O)C1CCCCN1S(=O)(=O)c1cccc([N+](=O)[O-])c1 (stereo not given)	7

Already shown: an excerpt of the list.
Below each compound – PAFAH2 FP inh	LYPLA1 counter	PREPL inh	PAFAH1B2 inh	EBNA-1 inhibitor	PAFAH1B3 FP inh	ZTA DNA inh	pPAFAH inh	LYPLA2 inh
CC(=O)O/N=C/c1c(Cl)n(C)c2ccccc12
→ 0	6	2	0	-1	0	2	-2	3
CN1CCN(c2ccccc2NC(=O)c2cccc([N+](=O)[O-])c2)CC1
→ 12	-3	7	0	-7	8	-5	2	-5
Cc1cc(C(=O)CSc2nnnn2-c2ccccc2)c(C)n1CC1CCCO1 (stereo not given)
→ 1	1	3	2	151*	5	0	6	2
CCC(CC)C(=O)Nc1cccc(C(=O)N2CCCCCC2)c1
→ 2	0	-2	2	-2	5	3	4	3
COc1ccccc1COCC(O)CN(Cc1ccco1)Cc1ccccc1O (stereo not given)
→ 8	-3	2	1	2	1	7	0	-1
NC(=O)c1ccc(NCC2COc3ccccc3O2)c([N+](=O)[O-])c1 (stereo not given)
→ 4	1	12	3	1	3	-3	4	10

The list goes on:
Below each compound – PAFAH2 FP inh	LYPLA1 counter	PREPL inh	PAFAH1B2 inh	EBNA-1 inhibitor	PAFAH1B3 FP inh	ZTA DNA inh	pPAFAH inh	LYPLA2 inh
NC(=O)c1ccc(SCC(=O)OCC(=O)NC2CCCCCCC2)c([N+](=O)[O-])c1
→ 15	-1	14	2	.	3	-14	12	10
O=C(Nc1ccc(Br)cc1)c1cccc(N2C(=O)C3C4C=CC(C4)C3C2=O)c1 (stereo not given)
→ 0	-8	1	2	0	11	5	7	-5
Cc1nn(-c2nc3ccccc3s2)c(N)c1-c1ccc(Cl)cc1
→ 6	-4	1	0	10	3	7	-5	10
CSC(=NC#N)N1CCN(c2cccc(Cl)c2)CC1
→ -3	7	-9	7	-6	8	-30	9	9
COC(=O)C1=C(C)N(Cc2ccccc2)C(=NCCCCO)N[C@H]1c1ccccc1
→ .	-2	34	.	0	.	1	6	3
O=C1c2cc(Br)ccc2N(Cc2ccc(Br)cc2)S(=O)(=O)C1c1cc(Cl)c(Cl)cc1[N+](=O)[O-] (stereo not given)
→ 54*	.	22	44*	.	20	.	45*	.
O=C1c2ccccc2C(=O)N1CCCCCCc1ccccc1
→ 11	0	10	7	.	0	4	5	0
COc1ccc(F)cc1CN1CCN(CC(=O)Nc2ccccc2C(=O)NC2CC2)CC1
→ -2	-3	6	17	.	2	-9	0	2
COc1ccc(NS(=O)(=O)c2cc(NC(=O)c3nn(C)c(=O)c4ccccc34)ccc2OC)cc1
→ -6	-21	-9	-6	-6	6	-17	-9	-29
COc1cc(/C=C2\CCCc3c2nc2ccccc2c3C(=O)O)cc(OC)c1O
→ 10	0	7	-1	0	5	-4	9	-1
COc1cc(S(=O)(=O)NCc2ccccc2)ccc1F
→ -1	1	16	2	-8	1	9	-1	-2
CCOC(=O)C(NC(C)=O)C(OC(C)=O)c1cccc(N(CCO)CCO)c1 (stereo not given)
→ 1	1	6	-3	-4	-1	-23	3	7
CCCCn1c(=O)n(C)c(=O)c2c3c(sc21)COC(C)(C)C3
→ 4	-2	0	6	-3	9	9	-1	2
CCOC(=O)COn1c(=O)c(-c2ccccc2)[n+]([O-])c2ccccc21
→ -6	4	2	8	-8	-2	1	5	-2
COc1ccccc1CCC(=O)N1CCN(S(=O)(=O)c2cccc(F)c2)CC1
→ 3	8	12	6	6	2	-5	3	6
COc1ccccc1NC(=S)NCCSc1ccc(Cl)cc1
→ -2	1	0	7	7	15	-3	5	5
CC1CCc2[nH]nc(C(=O)O)c2C1 (stereo not given)
→ -6	2	2	7	5	7	1	3	-1
CCOC(=O)c1cccc(NC(=O)CCS(=O)(=O)c2cccc3nsnc23)c1
→ 2	0	3	6	8	8	8	2	6
COC(=O)[C@H]1C[C@H]1[C@@H](NC(=O)c1cccnc1)c1ccccc1
→ -1	-3	5	2	9	12	16	8	3
Cc1cc(C)n2nc3ccccc3c2n1
→ 12	1	2	3	10	6	-7	6	5
CCN(CC)CCNC(=O)CCc1nn(C)c(=O)c2ccccc12
→ 4	-1	-10	3	5	1	4	6	-2
CCCc1nc(NC(=O)c2ccccc2)nc(NC(=O)c2ccccc2)n1
→ 0	-2	0	2	10	0	8	-1	9
S=c1[nH]nc(C2CCCCC2)n1/N=C/c1ccccc1
→ 6	-1	-1	1	16	2	4	5	2
CCOc1ccc(NC(=O)COC(=O)CCS(=O)(=O)c2ccc(C)cc2)cc1
→ -6	-3	2	-2	4	3	-2	10	-4
COCCNC(=S)N/N=C(\C)c1cc2ccccc2o1
→ -2	1	-3	5	0	1	12	4	0

These rows are one share of the data; rates above refer to the full screens.
